# Screening data (PubChem)
# SRC3 TRFRET art = flags TR-FRET format artefacts in PPARgamma SRC-3 recruitment agonist screen; 0.39% of 99,000 active; TR-FRET artefact counter-screen, PPARgamma/SRC-3 format; hits give high values; TR-FRET ratio at 8 µM; in the data active = TR-FRET ratio above about 2000; note: inactives centre near 1600; reference of the scale not given here
# SRC1 TRFRET art = counter-screen for PPARgamma SRC-1 recruitment agonists: TR-FRET artefact; TR-FRET detection artefact counter-screen, emission ratio; hits give high values; TR-FRET ratio at 8 µM; 0.34% of 99,000 active; in the data active = TR-FRET ratio above about 2300; note: inactives centre near 1800; reference of the scale not given here
# Starred values were filed as active, the others as inactive. The list is partial; rates above refer to the full screens.
SMILES,SRC3 TRFRET art,SRC1 TRFRET art
Cc1ccc(C(=O)CC(C(=O)O)n2cccn2)cc1 (stereo not drawn),1478,1734
O=C(O)C1CSC(c2ccc(O)c([N+](=O)[O-])c2)N1 (stereo not drawn),1586,2017
CN(C)/C=C1\C(=O)NN=C1C(F)(F)F,1511,1787
Cc1cc([N+](=O)[O-])nn1CC(=O)NCc1ccco1,1579,1816
O=c1oc2cc(O)ccc2cc1-c1nc2c(s1)CCc1ccccc1-2,1556,1636
CCOC(=O)CSc1nc2ccccc2c(=O)n1Cc1ccco1,1488,1811
Cn1c(=O)[nH]c2ccc([N+](=O)[O-])nc21,1494,1747
O=c1c(-c2n[nH]c(=S)o2)cccn1Cc1ccccc1,1659,1980
Cc1nnc(SCC(=O)NC23CC4CC(CC(C4)C2)C3)n(N)c1=O,1707,1896
O=C(c1ccc(N2C(=O)C3CCCCC3C2=O)cc1)N1CCCCC1 (stereo not drawn),1501,1866
COc1cc(S(=O)(=O)Nc2cccc(C)c2)ccc1NC(=O)c1cccnc1,1573,2048
COc1cc(OC)cc(C(=O)NCC(=O)OCc2csc(-c3ccccc3)n2)c1,1538,1953
CSc1nnc(-c2cnccn2)n1CCCN1CCCC1=O,1617,1844
Cc1c(Cl)cccc1NC(=S)N(CCCN1CCOCC1)Cc1cccs1,1518,1789
O/N=C/c1ccccc1Oc1ccc(Cl)cc1,1691,1891
c1ccc(OCCOc2cccc3cccnc23)cc1,1451,1884
CC(=O)c1ccc(N2CCN(c3ccc(C(F)(F)F)cn3)CC2)cc1,1771,1881
O=C1CSCN1c1cc(Cl)ccc1Cl,1503,1921
CNC(=S)N1N=C(c2ccc(C)cc2)CC1c1ccc(N(C)C)cc1 (stereo not drawn),2431*,2359*
COc1ccc(CC(=O)Nc2cccc(C(=O)Nc3cccc(C)c3)c2)cc1,1577,1778
COc1cc2c(cc1OC)C(C(=O)N(C)Cc1ccccc1)C(c1cccnc1)N(C)C2=O (stereo not drawn),1534,1797
CCC1C(=O)NCCN1Cc1nc(-c2ccc(C)s2)oc1C (stereo not drawn),1894,1885
Nc1nc(CSC(=S)N2CCOCC2)nc(Nc2ccccc2)n1,1465,1967
CC(=O)N/C(=C/c1ccccc1)C(=O)NC(Cc1ccccc1)C(=O)O (stereo not drawn),1638,1559
COc1ccc(C2=NN(S(C)(=O)=O)C(c3ccc4nccnc4c3)C2)cc1 (stereo not drawn),1498,1786
O=C(Nc1cccc([N+](=O)[O-])c1)c1cnccn1,1611,1727
CN(C)/C=N/C(=S)Nc1ccc(Cl)cc1Cl,1290,1704
COc1ccc(C)cc1NC(=O)C(OC(=O)c1ccc(Cl)c(S(=O)(=O)N(C)c2ccccc2)c1)c1ccccc1 (stereo not drawn),1362,1678
CCOC(=O)c1c(N2C(=O)C3C4C=CC(C4)C3C2=O)sc2c1CCC(C)C2 (stereo not drawn),1535,1740
O=C(c1cccc([N+](=O)[O-])c1)N1CCN(c2ccc(Cl)cc2)CC1,1379,1633
Cc1ccc2cc(CCNC(=O)Cc3cccs3)c(=O)[nH]c2c1,1813,1783
Cc1ccc(CSCCC(=O)NCCC2=CCCCC2)cc1,1559,1775
O=C(Nc1cccc(C(F)(F)F)c1)Nc1ccc(N2CCCC2)c(S(=O)(=O)Nc2ccccc2Cl)c1,1440,1661
Cc1cccn2cc(-c3ccc(Cl)cc3)nc12,1835,1914
COc1cc(NC(=S)NC(=O)c2ccccc2F)ccc1NC(=O)c1cccs1,1599,1794
CCOC(=O)C1(Cc2ccccc2C(F)(F)F)CCN(C(C)CCn2cccn2)CC1 (stereo not drawn),1455,2068
O=C(Oc1c(CN2CCOCC2)cc(Cl)c2cccnc12)c1ccccc1Cl,1660,1944
CC(C)NC(=O)c1ccccc1NC(=O)C(C)Oc1ccccc1 (stereo not drawn),1608,1953
c1ccc(-c2cn3c(n2)-c2ccccc2C3)cc1,1766,1977
CNc1nc(SC(C)C(=O)Nc2ccc(Cl)c(Cl)c2)nc(N2CCOCC2)n1 (stereo not drawn),1754,1768
CC(NCc1ccc(S(N)(=O)=O)cc1)C(=O)Nc1cc([N+](=O)[O-])ccc1Cl (stereo not drawn),1213,1462
CCOC(=O)N/N=C/C=C/c1ccccc1,1437,1764
c1ccc(CCc2nc3ccccc3[nH]2)cc1,1600,1824
Cc1ccc(C(OCC(O)CN2CCCCC2CO)c2ccccc2)cc1 (stereo not drawn),1436,1716
N/C(=N\OC(=O)C1CCCCC1)c1ccncc1,1601,1913

# Copied from the list.
# Entry for `O=C(Nc1cccc(C(F)(F)F)c1)Nc1ccc(N2CCCC2)c(S(=O)(=O)Nc2ccccc2Cl)c1` in SRC3 TRFRET art: 1440
# Entry for `Cc1cccn2cc(-c3ccc(Cl)cc3)nc12` in SRC1 TRFRET art: 1914

# Next section
SMILES,SRC3 TRFRET art,SRC1 TRFRET art
O=C(/C=C/c1ccccc1)C1=C(O)C(=O)N(CCO)C1c1ccc2c(c1)OCO2 (stereo not drawn),1639,1840
CCOC(=O)c1ccc(NC(=S)N(CCCN2CCN(C)CC2)Cc2cccs2)cc1,1763,1812
Cc1ccc(SCCC(=O)Nc2ccccc2C(=O)NC2CCCCC2)cc1,1654,2012
Cc1cccc(C(=O)O/N=C(\c2ccccc2)c2cccnc2)c1,1497,1872
Cc1ccc(O)c(C(=O)c2cnc3c(c2)c(-c2ccc(F)cc2)c(C#N)c(=O)n3C)c1,1447,1570
CCN(C(=O)COc1cccnc1[N+](=O)[O-])C1CCS(=O)(=O)C1 (stereo not drawn),1590,1753
Cc1ccc(C(c2nnnn2C(C)(C)C)N(Cc2ccco2)Cc2cccs2)cc1 (stereo not drawn),1648,1483
Cc1cc(N2CCOCC2)nc2ccc(NC(=S)N3CCCCC3C)cc12 (stereo not drawn),1514,1711
Cc1ccc(NC(=S)NNC(=S)Nc2ccc(C)cc2C)cc1,1576,1784
CCN(CC)C(=O)c1sc(NC(=O)c2cccnc2)c(C(=O)OC)c1C,1624,1649
Cc1ccc(NC(=O)COC(=O)CCc2nc3ccccc3n2-c2ccccc2)c(C)c1,1441,1760
CCOc1ccc(N(CC(=O)Nc2ccccc2C(=O)N2CCOCC2)S(=O)(=O)c2ccc(F)cc2)cc1,1468,1758
CCOCCCNC(=S)N1CCCC(c2nc3ccc(C)cc3[nH]2)C1 (stereo not drawn),1758,1655
CCC(=O)NC(=S)Nc1ccc(NC(=O)COc2ccccc2)cc1,1502,1583
CCCn1c(NC(=O)c2ccccc2Br)nc2ccccc21,1541,1820
Cc1cc(C2(c3ccc(O)c(C)c3)OC(=O)c3ccccc32)ccc1O,1626,1684
CCCN1C(=O)/C(=c2\sc3nc(=O)c(Cc4ccc(C)cc4)nn3c2=O)c2ccccc21,1689,1825
C=CCOn1c(=O)c(C)[n+]([O-])c2ccccc21,1737,1844
Cc1ccc(Nc2nc(-c3ccncc3)cs2)cc1,1414,1610
O=C(Nc1cccc2c1C(=O)NC2=O)c1cccc(N2C(=O)CCC2=O)c1,1684,1759
Clc1nc2ccccc2cc1/C=N/Nc1nc2ccccc2[nH]1,1769,2065
COc1ccc(-n2c3c(c(=O)[nH]c2=O)C(NC(=O)c2ccncc2)(C(F)(F)F)C(=O)N3)cc1 (stereo not drawn),1486,1626
COc1cc(NC(=S)N2CCN(C/C=C/c3ccccc3)CC2)cc(OC)c1,1429,1586
Cc1ccc(NC(=O)CSCC#N)cc1Cl,1592,1975
CCc1ccc(S(=O)(=O)NC(=S)NC2CCCCC2)cc1,1534,2108
CCCC(=O)Nc1cc(C(=O)O)ccc1Sc1ccc(C)cc1,1551,1622
CN(C)/C=C(/C(=O)c1ccccc1)S(=O)(=O)c1ccc(Cl)cc1,1574,1916
Cc1cccc(C)c1OCC(=O)OC/C(O)=C(\C#N)c1nc2ccccc2[nH]1,1704,1815
CCOc1ccc(/C=N/NC(=O)CSc2n[nH]c(=O)[nH]c2=O)cc1OC,1301,1845
CCN(c1ccccc1)S(=O)(=O)c1cc(NC(=O)COC(=O)C2CC2)ccc1Cl,1359,2028
COc1ccc(N2CCN(C(CNC(=O)C(=O)NCCCn3ccnc3)c3cccnc3)CC2)cc1 (stereo not drawn),1794,1966
CN(CCc1ccccn1)C(=S)Nc1ccc(Cl)cc1Cl,1414,1759
COc1ccc(C2CC(c3ccccc3)=NN2C(=O)COC(=O)c2cc(S(=O)(=O)N3CCOCC3)ccc2Cl)cc1 (stereo not drawn),1778,2224
COCCn1c(=NC(=O)/C=C/c2cccs2)sc2cc(NC(C)=O)ccc21,1597,1719
CCCCc1c(C)nc2ccccc2c1SCCC(=O)O,1553,1573
NCCOc1ccccc1OCCN,1576,1813
COc1cc(CN2CCCC(C(=O)c3ccccc3SC)C2)cc(OC)c1 (stereo not drawn),1587,1738
COC(=O)Cc1ccc(NC(=S)NCc2ccc(OC)cc2)cc1,1576,1581
COC(=O)CSc1nc2ccc(C)cc2cc1C#N,1701,1829
O=C(CSc1ccccn1)c1ccc(F)cc1,1772,1627
O=C(CCS(=O)(=O)c1ccccc1)Nc1nc(-c2cccs2)cs1,1825,1993
CCc1nnc(NC(=O)CSc2nc(C)cc(C)c2C#N)s1,1789,1741
CS(=O)(=O)N(CCC#N)Cc1ccc(C=O)o1,1632,1759
CCCn1ncc(CN2CCC(CO)(CC3CCCCO3)CC2)c1C (stereo not drawn),1470,1612
COc1cc(C(=O)Nc2ccc3c(c2)CCN3C(C)=O)cc(OC)c1OC,1307,1662
c1ccc(SCCOCCN2CCc3ccccc3C2)cc1,1410,1668
CCN(C(=O)COC(=O)c1cc(-c2ccc3cc(OC)ccc3c2)nc2ccccc12)C1CCS(=O)(=O)C1 (stereo not drawn),1477,1514
Cc1nc2ccc(F)cc2cc1C(=O)Nc1cccc(Cl)c1C,1546,1574
O=C(Cn1cnc2c(nnn2-c2ccccc2)c1=O)NCc1ccc(F)cc1,1451,1775
COc1ccc(CN2C(=O)c3ccccc3C2C(=O)NC2CCCC2)c(OC)c1 (stereo not drawn),1521,1731
O=C(O)c1ccccc1C(=O)OCCCCOC(=O)c1ccccc1C(=O)O,1697,1877
Cc1noc(C)c1COC(=O)/C=C/c1ccccc1Cl,1658,2014
CCCCCCCCNC(=O)c1cnsn1,1629,1988
COC(=O)c1sc(NC(=O)c2ccc(C)o2)nc1C,1372,1959
CCCN1CCN(C(=O)Nc2ccc(OCC)cc2)CC1,1661,1937
CCOc1cc2[nH]c(=S)n(CCCCC(=O)NCc3ccco3)c(=O)c2cc1OCC,1475,1892
CCOc1ncccc1C(=O)N=C1SCCN1C(=O)c1cccnc1OCC,1649,1729
CCOC(=O)c1ccc(N2CN(C3CCCCC3)CNC2=S)cc1,1499,1869
Cn1ccc(NC(=O)Nc2cccc(C(F)(F)F)c2)n1,1493,1665
N=C1S/C(=C\c2ccco2)C(=O)N1c1nccs1,1700,1966
# (continued)
SMILES,SRC3 TRFRET art,SRC1 TRFRET art
COc1ccc(CNC(=O)CN(Cc2ccc(OC)cc2)C(=O)c2csnn2)cc1,1407,1802
O=C(c1cc2nc(-c3ccccc3)cc(-c3ccccc3)n2n1)N1CCCC1,1643,1954
O=C(c1ccc(Cn2cc(Br)cn2)cc1)N1N=C(C(F)F)CC1(O)C(F)F (stereo not drawn),1739,1826
CCC1CCCCN1CC(O)Cn1c2ccccc2n2c(=O)cc(C)c(C#N)c12 (stereo not drawn),1588,1758
COc1ccc(Cn2nnnc2CN2CCC(O)(c3ccccc3F)CC2)cc1,1568,1827
COC(=O)C(C)Oc1ccc(Oc2nc(Cl)ccc2Cl)cc1 (stereo not drawn),1696,2108
COC(=O)C(C(=O)OC)c1ncc(C(F)(F)F)cc1Cl,1436,1891
COc1cc(C(=O)N/C(=C\c2cn(C)c3ccccc23)C(=O)NCCCO)cc(OC)c1OC,1779,1897
O=c1[nH]c2ccccc2nc1CCc1ccccc1,1615,1908
Cc1ccc(NS(=O)(=O)c2ccc(Cl)c(C(=O)Nc3ccccc3-c3nc4ccccc4[nH]3)c2)cc1C,1642,1598
COCCNC(=O)CSc1nc2ccc(N3CCOCC3)cc2c(=O)n1CCc1ccccc1,1449,2024
O=c1c2c3c(sc2nc2n1CCCCC2)C(O)CCC3 (stereo not drawn),1829,2180
Cc1cc(NC(=O)C2=C(O)c3ccccc3S(=O)(=O)N2C)no1,1661,1607
CC(=O)Nc1cccc(N/C(N)=N/c2nc(C)cc(C)n2)c1,1480,1382
Cn1cc(CCC(=O)N2CCCC(C(=O)c3cccc4ccccc34)C2)cn1 (stereo not drawn),1594,2064
COc1nc(-c2ccccc2)ncc1S(=O)(=O)c1ccccc1,1524,1765

# Structural class: those above with an aryl thioether with sulfur outside any ring (14)
SMILES,SRC3 TRFRET art,SRC1 TRFRET art
CCOC(=O)CSc1nc2ccccc2c(=O)n1Cc1ccco1,1488,1811
Cc1nnc(SCC(=O)NC23CC4CC(CC(C4)C2)C3)n(N)c1=O,1707,1896
CSc1nnc(-c2cnccn2)n1CCCN1CCCC1=O,1617,1844
CNc1nc(SC(C)C(=O)Nc2ccc(Cl)c(Cl)c2)nc(N2CCOCC2)n1 (stereo not drawn),1754,1768
Cc1ccc(SCCC(=O)Nc2ccccc2C(=O)NC2CCCCC2)cc1,1654,2012
CCCC(=O)Nc1cc(C(=O)O)ccc1Sc1ccc(C)cc1,1551,1622
CCOc1ccc(/C=N/NC(=O)CSc2n[nH]c(=O)[nH]c2=O)cc1OC,1301,1845
CCCCc1c(C)nc2ccccc2c1SCCC(=O)O,1553,1573
COc1cc(CN2CCCC(C(=O)c3ccccc3SC)C2)cc(OC)c1 (stereo not drawn),1587,1738
COC(=O)CSc1nc2ccc(C)cc2cc1C#N,1701,1829
O=C(CSc1ccccn1)c1ccc(F)cc1,1772,1627
CCc1nnc(NC(=O)CSc2nc(C)cc(C)c2C#N)s1,1789,1741
c1ccc(SCCOCCN2CCc3ccccc3C2)cc1,1410,1668
COCCNC(=O)CSc1nc2ccc(N3CCOCC3)cc2c(=O)n1CCc1ccccc1,1449,2024
